DT40 TDP1 CPT: DT40-hTDP1 cell growth loss with CPT | chicken DT40 Tdp1-/-;hTDP1 cells + 20 nM CPT, ATP luminescence, 48 h | Potency, µM (highest dose often 46.2 µM), without a hit: at the top dose activity change, negative = growth inhibition, actives largely listed as inhibitors | 12% of 420,000 active; further: nearly all actives have a fitted effect of over 55% in size
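Chicken DT40 Tdp1-/- cells stably complemented with human TDP1 were seeded at 400 cells/well in medium containing 20 nM camptothecin, exposed to pin-transferred compounds, and grown at 37 °C for at least 48 hr. Viability was read as ATP luminescence.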
TDP1 block: inhibitors of human tyrosyl-DNA phosphodiesterase TDP1; recombinant TDP1, AlphaScreen DNA substrate cleavage; Potency, µM (titrated, usually from 130 µM), without a hit: top-dose activity change, negative = inhibition, actives largely listed as inhibitors; 0.28% of 350,000 active; AID 485290; further: nearly all actives have a fitted effect of over 40% in size
Target sequence (Q9NUW8 whole entry, looked up): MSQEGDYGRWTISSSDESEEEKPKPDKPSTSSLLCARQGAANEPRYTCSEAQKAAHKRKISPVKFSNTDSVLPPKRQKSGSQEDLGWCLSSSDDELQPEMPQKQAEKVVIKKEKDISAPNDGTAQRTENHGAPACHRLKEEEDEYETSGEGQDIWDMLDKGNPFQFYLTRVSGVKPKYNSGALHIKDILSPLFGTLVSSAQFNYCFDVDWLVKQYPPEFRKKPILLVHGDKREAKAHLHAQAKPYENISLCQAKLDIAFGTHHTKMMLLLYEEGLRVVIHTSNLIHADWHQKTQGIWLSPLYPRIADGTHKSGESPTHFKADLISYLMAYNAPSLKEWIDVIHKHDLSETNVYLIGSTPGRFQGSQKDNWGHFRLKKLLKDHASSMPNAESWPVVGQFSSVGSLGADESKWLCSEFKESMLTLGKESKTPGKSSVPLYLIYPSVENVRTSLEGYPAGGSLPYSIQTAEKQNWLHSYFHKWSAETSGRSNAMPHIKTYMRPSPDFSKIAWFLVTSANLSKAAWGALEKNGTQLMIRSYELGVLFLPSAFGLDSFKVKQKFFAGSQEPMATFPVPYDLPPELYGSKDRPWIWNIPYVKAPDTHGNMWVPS
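E. coli-derived human Tdp1, 1 nM final. Cpd preinc 15 min RT; substrate 15 nM final, 5 min RT; AS bead mix 10 ug/ml final, 10 min RT. Signal loss = tyrosine-FITC cleavage. No-enzyme wells = max signal.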
DT40 TDP1 no CPT: qHTS for Inhibitors of human tyrosyl-DNA phosphodiesterase 1 (TDP1): qHTS in cells in absence of CPT; 15% of 420,000 active; Potency, µM (series often up to 46.2 µM), without a hit: at the highest dose activity change, negative = growth inhibition, most hits filed as inhibitors; DT40 Tdp1-/- hTDP1 cells, no CPT, ATP luminescence, 48 h; further: nearly all actives have a fitted effect of over 55% in size
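Growth of hTDP1-complemented DT40 Tdp1-knockout cells is measured by ATP luminescence after at least 48 hr compound exposure at 37 °C, with DMSO substituting for the 20 nM CPT used in the parallel screen.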
* hit, by the source's call; ? = inconclusive; nt = no result given; & = joins results of further samples; [ ] = remark or other dose. The call rests on the fitted dose curve; in most records, active means well fitted curve in the direction sought with a large enough effect; inconclusive means small, poorly fitted or top-dose-only effect, or another doubt; inactive means no such curve, though single readings can be large; an effect the other way counts as inactive or inconclusive. On the % scale 0 is the no-effect control and ±100 the full control effect; potency means the concentration at half of the fitted maximal effect.

Results follow in this order: DT40 TDP1 no CPT, TDP1 block, DT40 TDP1 CPT
- COc1ccc(C)cc1NC(=O)CCS(=O)(=O)c1cc2c3c(c1)CCN3C(=O)CC2
→ -27%, 11%, ?
- O=C1CN(C(=O)c2c(F)cccc2Cl)C(c2ccc(F)cc2)c2cc(Br)ccc2N1 (stereo not given)
→ ?, 6%, ?
- COc1ccc(/C=C2\CCC(C3CCCC3)C2=O)c(OC)c1 (stereo not given)
→ -2%, nt, -25%
- CC(NC(=O)c1cccc(Nc2nc3ccccc3n3nnnc23)c1)c1ccccc1 (stereo not given)
→ 7.3µM*, 6%, 9.2µM*
- CCc1ccc(NC(=O)C2=CC(c3ccc4c(c3)OCO4)=NS(=O)(=O)N2C)cc1
→ ?, 9%, ?
- O=C(CC(=O)Nc1cccc(F)c1)Nc1cccc(F)c1
→ ?, nt, ?
- Cc1c2c(nc3nc4ccccc4n13)CC(C)(C)CC2=O
→ -25%, 8%, -11%
- O=C(NCCc1nc2ccccc2n1Cc1ccc(F)cc1)c1ccco1
→ ?, 1%, -10%
- COc1ccc(C#Cc2c(-c3ccsc3)oc3ccc(N4CCOCC4)cc23)cc1
→ -20%, nt, ?
- COc1ccc(NC(=O)CSc2nnc(-c3ccc(F)cc3)o2)cn1
→ -11%, -1%, -2%

Exported field by field: 4 of the compounds above
molecule: O=C1CN(C(=O)c2c(F)cccc2Cl)C(c2ccc(F)cc2)c2cc(Br)ccc2N1 (stereo not given)
  DT40 TDP1 no CPT = ?; TDP1 block = 6%; DT40 TDP1 CPT = ?
molecule: COc1ccc(/C=C2\CCC(C3CCCC3)C2=O)c(OC)c1 (stereo not given)
  DT40 TDP1 no CPT = -2%; TDP1 block = nt; DT40 TDP1 CPT = -25%
molecule: CC(NC(=O)c1cccc(Nc2nc3ccccc3n3nnnc23)c1)c1ccccc1 (stereo not given)
  DT40 TDP1 no CPT = 7.3µM*; TDP1 block = 6%; DT40 TDP1 CPT = 9.2µM*
molecule: CCc1ccc(NC(=O)C2=CC(c3ccc4c(c3)OCO4)=NS(=O)(=O)N2C)cc1
  DT40 TDP1 no CPT = ?; TDP1 block = 9%; DT40 TDP1 CPT = ?

Carrying on.
Results follow in this order: DT40 TDP1 no CPT, TDP1 block, DT40 TDP1 CPT
- Cc1ccc(C(=O)NC(=S)Nc2c(C)ccc3nsnc23)cc1
→ -25%, 5%, -16%
- COc1ccccc1N1CCN(/N=C/c2ccc([N+](=O)[O-])cc2)CC1
→ ?, nt, ?
- O=C(O)CC(c1cccc(C(F)(F)F)c1)N1CCS(=O)(=O)CC1 (stereo not given)
→ 5%, 4%, -4%
- COC(=O)CNc1c(-c2ccccn2)nc2ccc(Br)cn12
→ -23%, 7%, 6%
- COc1ccc(CN2C(=O)C(CC(=O)NCCc3ccccn3)CC(C(=O)N3CCOCC3)=C2C)cc1 (stereo not given)
→ 1%, nt, 0%
- COc1ccc(OC)c(C2CC(=O)Nc3cc(OC)c(OC)c(OC)c32)c1 (stereo not given)
→ ?, 6%, ?
- CN(c1ccccc1)S(=O)(=O)c1cccc(NC(=O)CCN2C(=O)C3CCCCC3C2=O)c1 (stereo not given)
→ -23%, 4%, 4%
- Cc1ccccc1N(C(=O)c1csnn1)C(C(=O)NC1CCCC1)c1ccncc1 (stereo not given)
→ 5%, nt, 6%
- Cc1cc(C(=O)CN2C(=O)C3CC=CCC3C2=O)c(C)n1-c1ccccc1 (stereo not given)
→ 23µM*, 6%, 23µM*
- CS(=O)(=O)c1ccccc1-c1nnc(NC(=O)CCS(=O)(=O)c2ccc(Cl)cc2)o1
→ ?, 8%, ?
- Cc1ccc(S(=O)(=O)N2CC3(O)CN(C(=O)OC(C)C)N(C(=O)OC(C)C)CC3(OC(=O)Nc3cccs3)C2)cc1 (stereo not given)
→ 18µM*, nt, ?
- CC1=C(C(=O)c2ccccc2)C(c2ccc(OC(F)F)cc2)NC(=S)N1 (stereo not given)
→ ?, 2%, ?
- O=C(CCCCCn1c(=O)c2sccc2n(Cc2ccccc2Cl)c1=O)NCc1ccc2c(c1)OCO2
→ -26%, 7%, -22%
- C/C=C1\COC(C(=O)NCCN2CCCC2)(C(F)(F)F)C=C1C=C1CCCCC1 (stereo not given)
→ 21µM*, 10%, 18µM*
- Cc1ccccc1C(=O)Nc1ccc(N2CCN(C(=O)c3ccco3)CC2)cc1
→ ?, 9%, -16%
- CC(Sc1nnc(COc2ccc3ccccc3c2)n1C)C(=O)O (stereo not given)
→ -7%, -3%, 3%
- CCN(CC)C(=O)c1sc2c(c1C)c(=O)n(-c1ccc(OC)cc1OC)c(=O)n2CC(=O)Nc1ccccc1
→ 8%, -1%, -11%
- CCOc1ccc(NS(=O)(=O)N(C)C)cc1
→ -13%, 4%, 16%
- O=C(C(=O)N1CCCN(Cc2ccc(F)cc2)CC1)c1ccccc1
→ ?, nt, 2%
- O=C(CNC(=O)Cc1cccc2ccccc12)NCc1ccccc1F
→ 3%, 6%, -2%
- O=C(Nc1cccc(S(=O)(=O)N2CCCCCC2)c1)c1ccc(Cl)nc1
→ 15µM*, -5%, 18µM*
- COC(=O)N1C(=O)[C@@](c2ccc(OC)cc2)(C(C)C)N1C(=O)OC
→ ?, nt, ?
- COc1ccccc1-c1c(C)[nH]n2c(=O)c(Cc3ccccc3)c(C)nc12
→ ?, 3%, ?
- C[C@]12C(=O)N(c3ccccc3)C(=O)N1[C@@H]1c3ccccc3OC[C@@H]1[C@H]2c1ccccc1
→ 16µM*, nt, 15µM*
- O=C1OCCC1=Cc1ccccc1
→ 7%, nt, 12%
- COc1ccc(CNC(=O)COC(=O)c2cccs2)cc1
→ 2%, -16%, 27%
- O=C(NC1CCN(Cc2ccccc2)CC1)c1ccc(Oc2cc(Cl)cc(Cl)c2)o1
→ 18µM*, 5%, ?
- CC(=O)c1cccc(NC(=O)CCn2nc(C)c(S(=O)(=O)N3CCCCC3)c2C)c1
→ ?, -1%, ?
- CC1CC(C)CN(C(=O)c2ccc(C#N)cc2)C1 (stereo not given)
→ -9%, -2%, 10%
- O=C(NCc1nnc(SCC(=O)N2CCOCC2)o1)c1c(F)cccc1F
→ 7%, 3%, 15%
- COCCNC(=O)CCc1nc(-c2ccccc2)no1
→ -17%, 0%, 4%
- CN(C)CC(C)(O)c1ccc2c(c1)CN(Cc1cn(C)c3ccccc13)CCO2 (stereo not given)
→ 21µM*, nt, -7%[9.04 µM]
- O=C1CC2(CCCC2)CC(=O)N1CCNC[C@H]1COc2ccccc2O1
→ -23%, 12%[56.1 µM], 3%
- CCC(C)(C)NC(=O)C(c1ccc(OC)cc1)N(Cc1ccccc1)C(=O)CCC(=O)Nc1cc(C)on1 (stereo not given)
→ ?, 11%, ?
- COc1ccccc1C1CC(=O)Oc2cc(C)c(Cl)cc21 (stereo not given)
→ -9%, ?, ?
- COc1ccc(NC(=O)Cn2nnc(C(=O)NCc3cccc(OC)c3)c2N)cc1
→ -2%, 8%, -15%
- Cc1c(O)nc(SC2CC(=O)N(c3cc(Cl)cc(Cl)c3)C2=O)[nH]c1=O (stereo not given)
→ -6%, nt, 12%
- CCCCC(CCC(=O)NNC(=O)Cc1ccccc1)C(=O)O (stereo not given)
→ 3%, -1%, -3%
- Cc1cc(NC(=O)CSc2cn(CCNC(=O)c3ccc(Cl)cc3)c3ccccc23)no1
→ ?, -9%, ?
- COc1ccccc1C(=O)Nc1ccc(S(=O)(=O)N2CCCCC2c2cccnc2)cc1 (stereo not given)
→ ?, -4%, ?
- c1ccc2cc(OCCCn3ccnc3)ccc2c1
→ ?, nt, 21%
- Oc1c(CN2CCCCC2)cc(Br)c2cccnc12
→ 5.2µM*, 9%, 5.2µM*
- O=c1oc2c(-c3ccc([N+](=O)[O-])cc3)cc(O)cc2s1
→ ?, 0%, ?
- Cc1cc(SCC(=O)NC(=O)NCc2ccco2)nc2ccccc12
→ -24%, 6%, ?
- CCOc1ccc(C2CC(=O)c3c([nH]c(C(=O)OC)c3C)C2)cc1OC (stereo not given)
→ -27%, 2%, -1%
- CN(C(=O)/C=C/c1ccc(F)cc1)C1CCCCC1
→ -30%, nt, -4%
- c1ccc2c(c1)[nH]c1c(N3CCN(C4CCCCC4)CC3)ncnc12
→ 15µM*, -1%, ?
- COc1ccc(C2/C(=C(\O)c3ccc4c(c3)OCCO4)C(=O)C(=O)N2Cc2cccnc2)cc1 (stereo not given)
→ -15%, 8%, -3%
- COc1ccccc1NC(=O)C1=C(C)Nc2nc(SC)nn2C1c1ccccc1Cl (stereo not given)
→ ?, 0%, -28%
- CCN(CC)CC(=O)Nc1ccc2c(c1)N(C(=O)CN(CC)CC)c1ccccc1CC2
→ ?, 2%, ?

Next section
Results follow in this order: DT40 TDP1 no CPT, TDP1 block, DT40 TDP1 CPT
- Cc1cc(C(F)F)n2ncc(C(=O)NC3CCCCCC3)c2n1
→ -19%, 9%, -5%
- COC(=O)CN1C(=O)[C@H]2[C@@H](/C=C/c3ccccc3)N3C(=O)CN(Cc4ccccc4)C(=O)[C@@]3(C)[C@H]2C1=O
→ -22%, nt, -26%
- CCOC(=O)N1CCN(C(=S)NC(=O)C23CC4CC(CC(C4)C2)C3)CC1
→ ?, 5%, ?
- Cc1occc1-c1nnc(SCC(=O)N2CCOCC2)o1
→ -8%, 3%, 1%
- CN1CCN(c2ncc3nc(-c4ccc(Cl)cc4)c(=O)n(-c4ccccc4)c3n2)CC1
→ ?, nt, ?
- CCOc1ccc(CCNC(=O)c2nn(C)c3c2CS(=O)(=O)c2ccccc2-3)cc1OCC
→ ?, 3%, 23µM*
- CC1CCCN(C(=O)c2nn(C)c3c2CS(=O)(=O)c2ccccc2-3)C1 (stereo not given)
→ 24%, 2%, -8%
- Clc1ccc(-c2cn3ccccc3n2)cc1
→ -21%, nt, -11%
- COc1ccc(NC(=O)CN(C)CC(=O)Nc2sc3c(c2C#N)CCC3)cc1
→ -14%, 3%, -24%
- COc1ccc(/C=N/NC(=O)C(Cc2c[nH]c3ccccc23)NC(=O)OCC(C)C)cc1[N+](=O)[O-] (stereo not given)
→ -24%, 4%, -8%
- Cc1cc(-c2ccc(C)c(S(=O)(=O)NCc3cccs3)c2)on1
→ 15µM*, 3%, 12µM*
- COc1cccc(CNC(=O)c2cccc(NC(=O)C3=C(C)OCCS3)c2)c1
→ ?, nt, ?
- CCOc1ccc(OCC(=O)Nc2ccccc2C(F)(F)F)cc1
→ 10%, 0%, 3%
- O=C(CNC(=O)c1ccco1)Nc1ccc(N2CCCCCC2)cc1
→ ?, 6%, -11%
- Cc1cccc(CCNC(=O)CNS(=O)(=O)c2ccc3nc(C)sc3c2)c1
→ 4%, 4%, -9%
- Nc1nc(NCCO)nc(NCc2ccccc2)c1[N+](=O)[O-]
→ ?, nt, -20%
- NC(=O)CC1C(=O)N(c2ccccc2)C(=S)N1NC(=O)c1ccc(Br)cc1 (stereo not given)
→ 0%, nt, 17%
- CCOC(=O)C1=C(C)N=C(SC)N(C)C1c1ccccc1 (stereo not given)
→ -25%, -1%, -13%
- COc1ccc(NC(=O)c2cccc3ccccc23)cc1
→ 21µM*, nt, 18µM*
- CCCC[C@@H](CNC)NC[C@H](Cc1ccc(O)cc1)NCCc1ccc(OCC)cc1
→ 3.3µM*, nt, 5.2µM*
- COc1cccc(C2CC(c3ccc(C(C)C)cc3)n3nc(N)nc3N2)c1 (stereo not given)
→ ?, 7%, 0%
- COc1ccc(CNC(=O)CCCn2nc(C)c3c(C)n(-c4ccccc4)nc3c2=O)cc1
→ ?, 2%&6%, -3%&-10%
- O=c1cc(-c2ccccc2)oc2cc(OCc3ccccc3)cc(O)c12
→ -19%, 6%, -8%
- COc1cc(NC(=O)CN2CCC(C(N)=O)(N3CCCCC3)CC2)c(OC)cc1Cl
→ -14%, 3%, 12%
- CCNC(=O)C1(C)CCCN(C(=O)c2cc(OC)ccc2Br)C1 (stereo not given)
→ 0%, nt, 4%
- Cc1noc(C)c1CSc1ccccc1C(=O)O
→ -15%, 0%, 3%
- CSc1nsc(NC(=O)OCc2ccc(Cl)cc2)n1
→ ?, nt, 3%
- COc1cc(C(C(=O)NC2CCCC2)N(C(=O)c2snc(C(N)=O)c2N)C2CCCC2)cc(OC)c1OC (stereo not given)
→ 12%, nt, 6%
- O=C(Nc1ccc(NS(=O)(=O)c2ccccc2)cc1)c1ccc(Cl)cc1
→ -12%, 1%, -21%
- COc1ccc(N(CC(=O)NCCSCc2ccco2)S(=O)(=O)c2ccccc2)cc1Cl
→ 21µM*, 5%, 15µM*
- C#CC1CN(Cc2ccccc2)CC(C#C)N1C (stereo not given)
→ -17%, 0%, 5%
- CC(C(=O)N1CCN(Cc2ccc3c(c2)OCO3)CC1)c1ccc([N+](=O)[O-])cc1 (stereo not given)
→ ?, 3%, -4%
- CC(NC(=O)CCc1nnc(C2(c3ccc(Cl)cc3)CCC2)o1)C1CC1 (stereo not given)
→ -21%, 1%, -10%

Source: PubChem
